High-throughput results deposited in PubChem by National Center for Advancing Translational Sciences (NCATS).
KB-V1 MDR tox: KB-V1 MDR subline cytotoxicity; 400,000 compounds, 3.4% hits; KB-V1 MDR cells viability, CellTiter-Glo, 72 h; Potency, µM (series often up to 46.1 µM), for inactives: at the highest dose activity change, negative = cytotoxicity, hits mostly cytotoxic; also: potency is read from the fitted curve at half-maximal effect; % is scaled to controls: 0 for no effect and ±100 for the full control effect; nearly all actives have a fitted effect of over 60% in size
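Compound-treated KB-V1 multidrug-resistant cells, 72 h, 37 degrees C; viability by CellTiter-Glo. Fitted qHTS curves give the values.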
GLP1R inv ag: GLP-1 receptor (human) inverse agonism | 410,000 compounds, 1.6% hits | Potency, µM (top dose mostly 38.3 µM), inactives show top-dose activity change, negative = inhibition, actives largely listed as inhibitors | P43220 | HEK293 GLP-1R CRE-luciferase, luminescence, 24 h; GLP-1R form is constitutively active; also: potency is read from the fitted curve at half-maximal effect; % is scaled to controls: 0 for no effect and ±100 for the full control effect; nearly all actives have a fitted effect of over 55% in size
Target sequence (P43220 whole entry, looked up): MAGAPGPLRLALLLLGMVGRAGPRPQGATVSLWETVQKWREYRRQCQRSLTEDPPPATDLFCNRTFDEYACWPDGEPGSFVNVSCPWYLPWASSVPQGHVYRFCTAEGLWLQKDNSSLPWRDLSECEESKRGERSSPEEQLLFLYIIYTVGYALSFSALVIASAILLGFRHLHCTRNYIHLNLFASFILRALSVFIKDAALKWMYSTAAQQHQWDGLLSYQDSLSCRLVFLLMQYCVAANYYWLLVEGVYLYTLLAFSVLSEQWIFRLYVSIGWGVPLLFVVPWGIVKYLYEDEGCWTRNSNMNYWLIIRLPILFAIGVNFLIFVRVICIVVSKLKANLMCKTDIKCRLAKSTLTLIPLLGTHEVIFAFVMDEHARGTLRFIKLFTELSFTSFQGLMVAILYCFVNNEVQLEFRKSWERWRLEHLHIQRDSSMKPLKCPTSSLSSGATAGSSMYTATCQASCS
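HEK293 cells stably co-expressing constitutively active GLP-1R and a cAMP-responsive luciferase reporter were seeded in DMEM with 10% Nu serum, given compounds after 12 h, and incubated 24 h at 37 deg C. Luminescence was then read.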
aSyn rescue: rescues yeast growth from alpha-synuclein toxicity; Yeast expressing alpha-synuclein, growth rescue, BacTiter-Glo, 24 h; Potency, µM (top dose mostly 46.1 µM), without a hit: at the highest dose growth rescue (activation), most hits filed as activators; 370,000 compounds, 0.14% hits; AID 652106; also: potency is read from the fitted curve at half-maximal effect; % of control where 0% means no effect; nearly all actives have a fitted effect of over 65% in size
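Readout is rescue of growth in alpha-synuclein-expressing yeast, so inhibitors of toxicity appear as activators. Growth after 24 hr at 30 deg C in galactose medium is quantified by luminescence.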
D3 antag: D3 dopamine receptor (human) antagonism. D3R cells, DiscoveRx beta-arrestin luminescence, antagonist mode; stronger effect = lower value. max response, negative = inhibition, %. 360,000 compounds, 2.5% hits. AID 652054; in the data active = max response below about -50%; inconclusive = no clear call, values can overlap the other calls; also: % is scaled to controls: 0 for no effect and ±100 for the full control effect; mostly tested at two doses, the higher about 12 µM
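Cells plated overnight at 1500 cells/well, then exposed to library compounds with dopamine controls for 90 minutes at 37 degrees C. DiscoveRx reagent added for 30–60 minutes at room temperature; luminescence read, quantitative HTS format.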
D3 ag: activates the human D3 dopamine receptor; D3R DiscoveRx beta-arrestin cells, luminescence, 90 min; 410,000 compounds, 0.58% hits; AID 652048; max activation, %; P35462; in the data active = max activation above about 30%; also: 0% is about no effect; mostly tested at two doses, the higher about 12 µM
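Agonist mode: compounds and dopamine controls were applied to plated cells for 90 min at 37 degrees C after an overnight attachment at 1500 cells/well. Luminescent read-out followed 30 - 60 minutes at room temperature with DiscoveRx detection reagent.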
TDP43 rescue: rescues yeast growth from TDP-43 toxicity; TDP-43 expressing yeast growth rescue, BacTiter-Glo, 24 h; Potency, µM (titrated, usually from 46.1 µM), without a hit: at the top dose growth rescue (activation), usual class: activators; 410,000 compounds, 1.8% hits; AID 652104; also: potency is read from the fitted curve at half-maximal effect; % of control where 0% means no effect; nearly all actives have a fitted effect of over 50% in size
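Readout is BacTiter-Glo luminescence of cell growth, so inhibitors register as activators. TDP-43-expressing yeast at OD600=0.02 in galactose medium, after raffinose pregrowth to mid-log, were incubated with compound for 24 hr at 30 deg C.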
GLP-1R agonist: agonists of human GLP-1 receptor. Potency, µM (doses to about 45.6 µM), for the others: at the highest dose activation, hits mostly activators. P43220. HEK293 GLP-1R CRE-luciferase, luminescence, 4-6 h; cells express a hypersensitive GLP-1R form. 380,000 compounds, 0.007% hits; also: potency is read from the fitted curve at half-maximal effect; % of control where 0% means no effect
PTHR1 agonist: PTHR1 (human) receptor agonism | Q03431 | HEK293 GP2 PTHR1 cells, GloSensor cAMP luminescence, 1 h | Potency, µM (titrated, usually from 115 µM), for the others: top-dose activation, usual class: activators | 410,000 compounds, 0.075% hits; also: potency is read from the fitted curve at half-maximal effect; nearly all actives have a fitted effect of over 55% in size; some results filed as inactive show a strong effect at the top dose; inactives centre near -15; many of its hits are not listed in these tables
Target sequence (Q03431 whole entry, looked up): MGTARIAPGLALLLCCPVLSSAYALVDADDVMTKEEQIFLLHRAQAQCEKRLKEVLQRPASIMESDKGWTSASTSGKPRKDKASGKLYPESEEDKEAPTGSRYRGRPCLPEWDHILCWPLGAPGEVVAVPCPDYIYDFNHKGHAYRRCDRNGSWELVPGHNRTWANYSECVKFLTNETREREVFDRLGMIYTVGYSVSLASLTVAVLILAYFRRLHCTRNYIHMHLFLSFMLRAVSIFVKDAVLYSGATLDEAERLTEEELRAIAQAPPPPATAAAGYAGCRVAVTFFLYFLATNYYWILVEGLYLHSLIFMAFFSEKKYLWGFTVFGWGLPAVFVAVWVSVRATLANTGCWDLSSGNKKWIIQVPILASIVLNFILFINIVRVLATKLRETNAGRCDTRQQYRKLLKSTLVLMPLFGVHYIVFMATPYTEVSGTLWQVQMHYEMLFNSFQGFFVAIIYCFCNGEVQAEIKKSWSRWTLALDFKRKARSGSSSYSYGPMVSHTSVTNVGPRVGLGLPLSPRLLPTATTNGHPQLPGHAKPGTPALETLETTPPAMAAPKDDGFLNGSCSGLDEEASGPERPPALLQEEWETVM
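HEK-293-derived GP2 cells expressing PTHR1 and a GloSensor cAMP reporter, 3,000/well, plated overnight, given luciferin plus IBMX (each 0.5 mM as added) for 1 h at 37 °C, then compound for 1 h at 37 °C. Luminescence was read after 15 min at room temperature.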
GLP1R cytotox: cytotoxicity counter-screen for GLP-1 receptor inverse agonists; HEK293 cAMP-luciferase reporter cells, luminescence, 24 h; Potency, µM (doses to about 38.3 µM), without a hit: top-dose activity change, negative = inhibition, hits mostly inhibitors; 410,000 compounds, 0.13% hits;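 also: loss of luciferase light is scored as toxicity; potency is read from the fitted curve at half-maximal effect; % is scaled to controls: 0 for no effect and ±100 for the full control effect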
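To flag toxic compounds, the library was rerun on cells for 24 hr at 37 deg C and 5% CO2. Viability-linked luminescence was captured 12 min after adding luciferase detection reagent.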
An asterisk follows results filed as active; i = inactive; ? = inconclusive; . = no result given; [ ] = remark or other dose. Unless noted, calls follow the shape of the dose curve; as a rule, active = well fitted curve in the direction sought with a large enough effect; inconclusive = small, poorly fitted or top-dose-only effect, or another doubt; inactive = no such curve, though single readings can be large; an effect the other way counts as inactive or inconclusive. This is a subset; count on the stated rates, not on these rows.

SMILES | KB-V1 MDR tox | GLP1R inv ag | aSyn rescue | D3 antag | D3 ag | TDP43 rescue | GLP-1R agonist | PTHR1 agonist | GLP1R cytotox
NC1=NS(=O)(=O)NC1c1ccc(Br)cc1 (stereo not given) | 0.3% | 8.0% | -2.4% | -1.5 | 16.4 | -7.6% | 6.9% | i | 6.0%
Cn1nc(C(F)(F)F)cc1Oc1ncc(C(F)(F)F)cc1Cl | 0.7% | 2.1% | -2.3% | -21.7 | -2.9 | -2.6% | 0.1% | -15.3% | -4.0%
COc1ccc(NC(=O)c2oc3ccccc3c2NC(=O)Cc2coc3cc(C)ccc23)cc1 | 29.9% | 3.7% | . | . | 8.2 | 20.3% | . | i | 2.0%
O=C(CNC(=O)c1ccco1)OCc1ccc(Cl)cc1 | 28.3% | 7.2% | -7.2% | 2.4 | 5.0 | 29.2% | -5.3% | -1.0%[57.5 µM] | -2.7%
COc1ccc(N(CC(=O)NCc2ccccc2)C(=O)Cn2nnc(-c3ccccc3F)n2)cc1OC | 0.1% | 14.7% | -4.4% | 3.7 | -1.3 | -16.0% | 4.4% | -9.9% | -7.0%
O=C(Cc1ccsc1)NCC(=O)Nc1ccccc1Br | 0.0% | -6.4% | -2.1% | -11.2 | 0.4 | 6.4% | 0.1% | -17.7% | 4.5%
CCOc1ccc(C2C3=C(CCCC3=O)N(CC(=O)O)C3=C2C(=O)CCC3)cc1 | 0.0% | 12.9% | -3.2% | 29.4 | 0.4 | 1.6%[1.82 µM] | -0.2% | i | 237.0%[activator]
CC(=O)c1sc(NC(=O)CCc2ccccc2)nc1C | ? | -1.1% | ? | -8.3 | 3.7 | 19.2% | 5.3% | -9.4% | -5.1%
O=[N+]([O-])c1ccc2c(c1)nnn2-c1ccccc1 | 17.5% | 7.9% | 0.8% | 5.8 | -3.8 | 29.7% | -4.6% | -10.5% | -0.4%
CC[C@@H](C)[C@H](NC(=O)Cc1c(C)c2c(cc(C)c3c(C)coc32)oc1=O)C(=O)O | -1.9% | 2.3% | -4.5% | -25.2 | -3.0 | -10.5% | 11.4% | -74.9%[inhibitor] | 9.8%
O=C(NCc1ccco1)c1ccc(Cn2c(SCc3ccc(F)cc3)nc3cccnc32)cc1 | . | -12.0% | . | . | -17.9 | -10.4% | . | -74.8%[inhibitor] | -21.7%
Cc1ccc(OCC(=O)N2CCN(S(=O)(=O)c3ccc(Cl)s3)CC2)cc1C | 4.9% | ? | 8.7% | 0.8 | 18.1 | 21.5% | 14.3% | -18.9% | -0.8%
CCC(=O)N1CCc2cc(S(=O)(=O)CCC(=O)N3CCN(c4cc(C)ccc4C)CC3)ccc21 | 22.7% | -8.1% | . | . | -3.9 | 19.4% | -0.4% | i | -3.5%
Cc1nn(-c2ccc(N3CCCCC3)nn2)c(C)c1CCC(=O)Nc1ccc(F)c(F)c1 | ? | ? | -0.3% | -0.2 | 5.2 | -20.3% | 3.1% | -76.0%[inhibitor] | -30.7%
O=C(c1cccc(S(=O)(=O)N2CCOCC2)c1)N(Cc1ccc(F)cc1)Cc1ccco1 | -29.3% | ? | 8.5% | 9.2 | -4.0 | 22.6% | 22.9% | -26.7% | 1.5%
CCc1noc(C)c1C(=O)N(C)CC(=O)Nc1ccc(Br)cc1C | -8.4% | 3.6% | 2.4% | 14.1 | -7.0 | 0.4% | 0.8% | -13.3% | -1.8%
CC(C)(C)NC(=O)COC(=O)c1nsc(Cl)c1Cl | 8.3% | 0.6% | -2.1% | ? | 0.2 | 3.7% | 3.5% | -22.5%[57.5 µM] | 18.5%
COc1cc(OC)cc(C(=O)Nc2ccc3oc(-c4cccc5c(Br)cccc45)nc3c2)c1 | . | 4.0% | . | . | -1.5 | 17.5% | . | -11.9% | -4.5%
O=C(NCC1CCCO1)NC1(C(F)(F)F)Oc2ccccc2O1 (stereo not given) | 0.0% | 2.5% | -3.8% | -15.3 | -1.4 | -6.0% | 11.3% | i | -15.2%
COCCNC(=O)C1C(=O)Nc2ccccc2C(=O)N1C1CCCC1 (stereo not given) | -1.9% | 13.0% | 0.0% | 27.3 | 9.2 | 16.8% | . | -9.1% | -4.3%
COC(=O)c1ccccc1NC(=O)CSc1nc(N)cc(=O)[nH]1 | -11.0% | 33.6%[activator] | -0.3% | -12.6 | -5.2 | -14.3% | -0.7% | 13.7% | -1.3%
Cc1cccc(NC(=S)NCCN(C2CCCCC2)C2CCCC2)c1 | -1.8% | ? | -0.4% | -65.7* | -19.5 | -7.3% | 2.0% | ? | ?
C[C@H](CO)N1C[C@H](C)[C@@H](CN(C)S(=O)(=O)c2cccs2)OCc2cn(nn2)CCCC1=O | 3.2% | 12.9% | -4.3% | 20.7 | 1.8 | 0.0% | -0.4% | i | -0.8%
CC1CCN(C(=O)CCCl)c2ccccc21 (stereo not given) | 0.9% | ? | 2.0% | -9.4 | 2.5 | 0.0% | -2.8% | i | 4.1%
COc1ccc(N2CC(C(=O)N3CCN(C(=O)c4ccco4)CC3)CC2=O)cc1 (stereo not given) | -0.8% | 0.1% | -3.1% | -11.7 | -7.9 | -5.1% | 0.3% | 2.4% | -1.3%

Entries shown so far containing an aryl thioether with sulfur outside any ring (2):
SMILES | KB-V1 MDR tox | GLP1R inv ag | aSyn rescue | D3 antag | D3 ag | TDP43 rescue | GLP-1R agonist | PTHR1 agonist | GLP1R cytotox
O=C(NCc1ccco1)c1ccc(Cn2c(SCc3ccc(F)cc3)nc3cccnc32)cc1 | . | -12.0% | . | . | -17.9 | -10.4% | . | -74.8%[inhibitor] | -21.7%
COC(=O)c1ccccc1NC(=O)CSc1nc(N)cc(=O)[nH]1 | -11.0% | 33.6%[activator] | -0.3% | -12.6 | -5.2 | -14.3% | -0.7% | 13.7% | -1.3%

More records
SMILES | KB-V1 MDR tox | GLP1R inv ag | aSyn rescue | D3 antag | D3 ag | TDP43 rescue | GLP-1R agonist | PTHR1 agonist | GLP1R cytotox
Cc1ccc(CNC(=O)c2cccnc2Sc2cccc(Cl)c2)cc1 | 0.0% | 64.0%[activator] | 5.6% | 16.5 | 21.2 | -3.0% | 0.7% | -0.2% | -8.7%
O=C(COC(=O)c1cc[n+]([O-])cc1)Nc1ccc(SC(F)F)cc1 | -0.6% | -17.0% | 6.5% | -5.4 | -15.4 | -9.0% | 7.9% | 11.9% | -3.8%
O=C(N/N=C1\C2CN3CCN(C2)CC1(c1ccccc1)C3)c1ccc(F)cc1 | 4.0% | 12.9% | -0.6% | 5.6 | -0.3 | 5.9% | 2.0% | i | 4.2%
O=C(Cc1cccs1)N1CCN(c2ccc(F)cc2)CC1 | -8.2% | -9.8% | 18.7% | -2.3 | 3.3 | 7.0% | -3.8% | -1.0%[57.5 µM] | -2.5%
COc1ccc(CNC(=O)C2CCN(c3nnc(-n4c(C)ccc4C)s3)CC2)c(OC)c1 | . | 8.1% | . | . | 1.2 | 1.8% | . | i | -2.4%
Cc1ccc(CNC(=O)CCCc2c[nH]c3ccccc23)cc1 | 8.6% | ? | 9.0% | 12.1 | 2.6 | 10.3% | 20.9% | -1.9% | -5.2%
CN1CCCN(C(=O)CNC(=O)Cc2ccccc2)CC1 | 0.0% | -5.9% | -2.2% | 4.5 | -10.3 | -0.5% | -5.3% | i | -11.2%
Cc1nnc(NC(=O)CCS(=O)(=O)Cc2ccccc2)s1 | 3.5% | 3.5% | -2.3% | 2.9 | 1.1 | -14.4% | 10.6% | i | -6.5%
COc1ccc(CC(=O)N2CCc3c([nH]c4ccccc34)C2c2ccc(SC)cc2)cc1 (stereo not given) | . | ? | . | . | 2.4 | 1.8% | . | -7.1% | 12.6%
CCN1CCN(S(=O)(=O)c2ccc(Cl)c(C(=O)NC3CCCCC3)c2)CC1 | 2.2% | -2.0% | 11.5% | 5.3 | 0.2 | 12.1% | -0.5% | -13.9% | 2.8%
CC1(C)Cn2c(nnc2-c2ccccc2)S1 | -1.1% | 3.0% | -10.5% | -14.3 | -2.1 | -19.5% | -0.9% | -1.5%[57.5 µM] | 4.5%
O=C(CN(C(=O)CCC(=O)Nc1nccs1)c1cccc(F)c1)NCc1ccc(F)cc1 | 10.8% | 4.3% | 0.0% | 2.8 | -0.6 | -2.6% | 0.5% | i | -0.5%
Cc1cc(C)c(S(=O)(=O)N(C)CC(=O)NCC2CCCO2)c(C)c1 (stereo not given) | -30.5% | -0.5% | -1.9% | -7.2 | -2.5 | 19.3% | 5.7% | i | 5.6%
Cc1cc(Cl)ccc1OCC(=O)Nc1ccc2oc(=O)ccc2c1 | -19.9% | -7.4% | -8.0% | -15.2 | -8.5 | 13.1% | -0.6% | -15.6% | -0.4%
O=C1c2oc3ccccc3c(=O)c2C(c2ccccc2F)N1Cc1ccc2c(c1)OCO2 (stereo not given) | 3.7% | 8.8% | . | . | -3.8 | 8.8% | . | 21.1% | 1.5%
Cc1cc(C)c2c(-n3cccc3)c(C(=O)NCCCN3CCCCC3C)sc2n1 (stereo not given) | . | ? | . | . | -37.7 | 1.7% | . | -21.5% | -3.3%
O=C(N/N=C/c1ccc[nH]1)c1cc(-c2cccs2)nc2ccccc12 | ? | -22.9% | -12.6% | -2.1 | -5.1 | 7.9% | 9.4% | i | -23.3%
N#Cc1c(NC(=O)CSc2n[nH]c(Cc3ccccc3)n2)oc(-c2ccccc2)c1-c1ccccc1 | -7.8% | 0.0% | 18.4% | 35.6 | -6.3 | -12.1% | 8.0% | i | 5.5%
CC(=O)NC(c1cccc(F)c1)c1nc(-c2ccoc2)cs1 (stereo not given) | ? | -17.8% | 1.1% | 3.1 | 7.6 | 16.9% | -7.0% | i | 1.7%
CC(=O)Oc1ccc(C(=O)NCc2ccco2)cc1 | -21.2% | 4.1% | 3.7% | 18.7 | 0.8 | 5.9% | 2.3% | i | -4.3%
CN(C(=O)CSc1nnc(Cc2cccs2)n1C1CC1)C1CCS(=O)(=O)C1 (stereo not given) | 0.0% | 10.2% | -10.1% | 2.0 | 2.7 | 1.2% | 0.3% | i | -2.8%
